L3MBTL1 block: qHTS Assay for the Inhibitors of L3MBTL1. Lethal(3)malignant brain tumor-like protein 1 (Homo sapiens), Q9Y468. AlphaScreen L3MBTL1–H3K9me1 peptide binding. Potency, µM (top dose mostly 57.1 µM), without a hit: top-dose activity, negative = inhibition, most hits filed as inhibitors. 230,000 tested, 0.66% active. AID 485360, 2010; active = well fitted inhibition curve with a large enough effect; inconclusive = small, poorly fitted or top-dose-only effect; inactive = no such curve, though single readings can be large or run the other way; note: nearly all actives have a fitted effect of over 60% in size
Target sequence (Q9Y468 whole entry, looked up): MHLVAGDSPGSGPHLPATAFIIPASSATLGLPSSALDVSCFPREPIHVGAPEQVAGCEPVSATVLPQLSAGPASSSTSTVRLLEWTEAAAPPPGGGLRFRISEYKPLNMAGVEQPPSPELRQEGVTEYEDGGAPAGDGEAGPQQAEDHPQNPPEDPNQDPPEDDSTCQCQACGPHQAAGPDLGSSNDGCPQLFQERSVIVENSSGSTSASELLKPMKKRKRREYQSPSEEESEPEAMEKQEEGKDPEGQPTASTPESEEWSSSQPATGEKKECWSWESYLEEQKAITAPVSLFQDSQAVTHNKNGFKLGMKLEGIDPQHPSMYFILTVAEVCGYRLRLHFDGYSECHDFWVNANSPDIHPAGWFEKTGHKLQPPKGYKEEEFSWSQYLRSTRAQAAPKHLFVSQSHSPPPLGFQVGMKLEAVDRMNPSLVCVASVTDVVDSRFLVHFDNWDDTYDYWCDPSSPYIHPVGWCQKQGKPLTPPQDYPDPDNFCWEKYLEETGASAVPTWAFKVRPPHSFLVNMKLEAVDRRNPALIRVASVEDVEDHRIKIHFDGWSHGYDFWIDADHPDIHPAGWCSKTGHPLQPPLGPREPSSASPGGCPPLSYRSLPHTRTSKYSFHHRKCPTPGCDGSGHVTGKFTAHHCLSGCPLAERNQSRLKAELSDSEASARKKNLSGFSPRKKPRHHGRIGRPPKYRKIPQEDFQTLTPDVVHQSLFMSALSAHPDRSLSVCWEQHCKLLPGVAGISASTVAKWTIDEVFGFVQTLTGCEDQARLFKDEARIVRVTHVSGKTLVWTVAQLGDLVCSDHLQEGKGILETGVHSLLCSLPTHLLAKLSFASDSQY
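L3MBTL1 50 nM + b-AHA-H3(1-15)K9me1 75 nM, 30 min RT; compound added, 30 min RT; streptavidin donor/Ni-chelate acceptor beads 10 ug/mL each final, 30 min RT dark; AlphaScreen read.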
Active calls of the source: *; ? = inconclusive; [ ] = another dose, or the depositor's remark. % is set by controls: 0 for no effect and ±100 for the full control effect; potency is the fitted concentration of half-maximal effect. These rows are one share of the data; the hit share may differ from the screen's.

Start of the data: the first six records, ahead of the listing:
SMILES | L3MBTL1 block
COc1ccc(CC2c3cc(OC)c(OC)cc3CC[N+]2(C)CCC(=O)OCCCCCOC(=O)CC[N+]2(C)CCc3cc(OC)c(OC)cc3C2Cc2ccc(OC)c(OC)c2)cc1OC (stereo not drawn) | 2.1%
Cc1cccc(C)c1NC(=O)CNC(=O)CCCN1C(=O)c2cccc3cccc(c23)C1=O | 1.8%
NC(=O)c1ccc(SCC(=O)OCC(=O)N2CCCC2=O)c([N+](=O)[O-])c1 | -2.8%
Cc1ccccc1Nc1nc(N)nc(COC(=O)c2ccco2)n1 | 1.7%
COCCCNC(=O)CSc1nc2cc(S(=O)(=O)N3CCCCC3)ccc2o1 | 7.7%
CCN1CCN(C(=O)CSc2ccc(C)cc2)CC1 | 1.0%

This part in full, repeating the preview:
SMILES | L3MBTL1 block
COc1ccc(CC2c3cc(OC)c(OC)cc3CC[N+]2(C)CCC(=O)OCCCCCOC(=O)CC[N+]2(C)CCc3cc(OC)c(OC)cc3C2Cc2ccc(OC)c(OC)c2)cc1OC (stereo not drawn) | 2.1%
Cc1cccc(C)c1NC(=O)CNC(=O)CCCN1C(=O)c2cccc3cccc(c23)C1=O | 1.8%
NC(=O)c1ccc(SCC(=O)OCC(=O)N2CCCC2=O)c([N+](=O)[O-])c1 | -2.8%
Cc1ccccc1Nc1nc(N)nc(COC(=O)c2ccco2)n1 | 1.7%
COCCCNC(=O)CSc1nc2cc(S(=O)(=O)N3CCCCC3)ccc2o1 | 7.7%
CCN1CCN(C(=O)CSc2ccc(C)cc2)CC1 | 1.0%
COc1ccc(C(C)=O)cc1COC(=O)c1ccc2c(c1)OCCO2 | 5.1%
O=C(O)CCC(=O)OCCCc1cc2ccccc2c(=O)o1 | 22.5%
CC(=O)c1cccc(NC(=O)c2ccc(OCc3c(C)noc3C)cc2)c1 | 1.7%
CCc1sc(C(=O)Nc2ccc(OC)c(S(=O)(=O)N3CCOCC3)c2)cc1C | -1.5%
COc1ccc(NC(=O)Nc2cccc3c2O[C@H](CN(C)S(=O)(=O)c2ccccc2)[C@@H](C)CN([C@H](C)CO)C3=O)cc1 | -4.7%
CC(=O)Nc1ccc(NC(=O)C(C)OC(=O)c2ccc3[nH]c(C)c(C)c3c2)cc1 (stereo not drawn) | -9.1%
O=C(NC1CCN(Cc2ccccc2)CC1)c1ccccc1Cl | -5.7%
Cc1cc(-n2c(C)cc(C(=O)CSc3nncn3C)c2C)no1 | -2.3%
CN(C(=O)CSc1nnc(-c2ccccc2F)n1N)C1CCCCC1 | 3.0%
O=C(c1ccc(Cl)s1)N(Cc1nnc(-c2ccccc2Cl)o1)C1CC1 | 2.7%
Cc1c(C(=O)OCC(=O)N2CCCCC2C)oc2ccccc12 (stereo not drawn) | -4.8%
COCCN(C(=O)c1cccc(-n2cnnn2)c1)c1c(N)n(CC(C)C)c(=O)[nH]c1=O | 2.7%
CN(C)c1ccc(C2N(C)C(=O)c3ccccc3N2C)cc1 (stereo not drawn) | -3.4%
CCCn1c(N)c(N(CCOC)C(=O)c2ccc(-c3ccc(Cl)cc3)o2)c(=O)[nH]c1=O | 1.5%
Cc1ccccc1OCC(=O)OCC(=O)Nc1ncc(Cl)c(C)c1Cl | ?
COc1ccc(C)cc1NC(=O)CCCN1C(=O)NC(C)(C)C1=O | 10.9%
COc1ccc(S(=O)(=O)Nc2ccc(-c3ccc4nncn4n3)cc2)c(OC)c1 | -5.1%
Cc1cc(NC(=O)c2ccccc2C)no1 | -0.2%
COC(=O)C(CC(=O)c1ccc(C)cc1)n1cccn1 (stereo not drawn) | -5.4%
SMILES | L3MBTL1 block
CCOc1ccc(CNC2CCCCCCC2)cc1OC | 5.6%
CCN(CC(=O)Nc1c(F)cccc1F)C(=O)c1ccc(S(=O)(=O)N2CCCCC2)cc1 | -0.7%
NC(=O)c1ccc(NC(=O)COC(=O)C2CC3C=CC2C3)cc1 (stereo not drawn) | -3.1%
CN(CC(=O)NNC(=O)CCNS(=O)(=O)c1ccccc1)S(=O)(=O)c1ccc(Cl)cc1 | -5.1%
COC(=O)[C@H](CCSC)NC(=O)Cn1cnc2c(SC)nc(N)nc21 | -3.7%
O=C(Nc1cccc2ccccc12)c1ccc([N+](=O)[O-])o1 | 2.4%
Cc1cc(C)c(C#N)c(Nc2cccc(C)c2C)n1 | 3.3%
COc1ccc(NS(=O)(=O)c2cccc(C(=O)O)c2)cc1S(=O)(=O)N1CCOCC1 | 11.7%
CC(C)CN1C(=O)C(=O)N(CC(=O)N2c3ccccc3NC(=O)CC2C)C1=O (stereo not drawn) | -3.4%
O=C(Nc1ccc2c(c1)OCCO2)c1ccc(Cl)c(Cl)c1 | -8.4%
CC(C)(O)C#Cc1ccc(CN2CCC(CO)(CCc3ccccc3)CC2)cc1 | 2.0%
Cc1cccc(N(C)C(=O)c2cnn(-c3ccccc3)c2C)c1 | -2.1%
CC(=O)C[C@@H](O)CC(=O)[C@H]1OC(=O)CCCCCCCCc2ccccc21 | -0.2%
NS(=O)(=O)c1ccc(CCNC(=O)c2cccc(S(=O)(=O)N3CCCC3)c2)cc1 | 0.6%
CC(=O)c1ccc(CC2SC(N)=NC2=O)cc1 (stereo not drawn) | -3.8%
COc1cccc(NC(=O)COC(=O)CCSc2ccccc2)c1 | -2.7%
CCOc1ccc(NC(=O)CN(C)C(=O)C2CCCO2)cc1OCC (stereo not drawn) | 2.1%
CCCNC(=O)c1cc(S(=O)(=O)N2CCCCC2)c[nH]1 | 1.4%
C(=N\N=C\c1ccncc1)/c1ccncc1 | 3.8%
CCCCn1c(N)c(N(CCOC)C(=O)CSc2nnc(C)n2-c2ccc(OC)cc2)c(=O)[nH]c1=O | 5.8%
COCCCN(CC(=O)Nc1ccc(F)cc1)S(=O)(=O)c1cccs1 | 1.8%
CC(=O)Nc1ccc(NC(=O)C(C)OC(=O)C(C)SCC(=O)Nc2ccc(C)cc2)cc1 (stereo not drawn) | 2.7%
CCOc1ccc(OCCCC(=O)N2CCN(S(=O)(=O)c3ccc(Cl)cc3)CC2)cc1 | 31.6µM*
COc1cc(OC)c(C(=O)OCC(=O)Nc2ccc(N3CCOCC3)cc2)cc1OC | -2.7%
COc1ccc(OCC(=O)OCC(=O)NC2CCCC2)cc1 | 3.4%
SMILES | L3MBTL1 block
Cc1ccc2cccc(OCCCOc3ccccc3CO)c2n1 | -5.3%
O=C(Cc1c(F)cccc1Cl)NCc1cccnc1 | 5.3%
O=C(C[C@@H]1C/C=C\C[C@H](Cc2ccc(F)cc2)C(=O)OCCNC1=O)NCCO | 4.9%
Cc1ccc([C@H]2C(C(=O)O)=CC[C@@H](c3cccc(C)c3)N2S(=O)(=O)c2ccc(C)cc2)cc1 | 1.0%
CCCCCc1ccc(-c2cn(Cc3ccc([N+](=O)[O-])cc3)nn2)cc1 | -1.2%
CCN(CC(=O)NC(=O)NCc1ccco1)Cc1ccccc1 | -3.8%
O=C(NC1CCS(=O)(=O)C1)c1ccccc1Cl (stereo not drawn) | -2.1%
CCC(=O)c1ccc(OCC(=O)Nc2ccccc2C(=O)N2CCCCC2)cc1 | -5.1%
COc1cc(Cl)c(CN2CCC(CCC(=O)NC3CC3)CC2)cc1OC | 6.6%
O=C(COc1cccc(C(F)(F)F)c1)NCC(c1ccco1)N1CCCCC1 (stereo not drawn) | 3.9%
COc1ccccc1NS(=O)(=O)c1cccc(C(=O)NC2CCN(Cc3ccccc3)CC2)c1 | -2.6%
Cc1ccccc1C(C)NC(=O)COC(=O)Cn1cc(C(F)(F)F)ccc1=O (stereo not drawn) | -1.5%
COc1ccc(CCNC(=O)C(=O)NCC2CCCN2S(=O)(=O)c2cc(C)ccc2C)cc1 (stereo not drawn) | -3.0%
COc1ccc(CC(=O)OCC(=O)Nc2ccc(F)cc2)cc1 | 5.2%
CCOc1cc(/C=C2/C(=O)NN(c3cccc(Cl)c3)C2=O)ccc1O | -7.6%
COc1ccccc1/C=C/C(=O)N1CCc2cc(OC)c(OC)cc2C1C (stereo not drawn) | 2.0%
CCOc1ccc(CCNC(=O)COC(=O)c2cccc(S(=O)(=O)N3CCOCC3)c2)cc1OCC | -6.4%
C=CC[C@@H](CC(=O)N[C@H](CO)Cc1ccccc1)C(=O)N[C@@H](COC(=O)[C@@H](CC=C)CC(=O)OC(C)(C)C)Cc1c[nH]c2ccccc12 | -2.9%
NC(=O)CC(NC(=O)c1ccccc1)c1ccc(N2CCC(Cc3ccccc3)CC2)c([N+](=O)[O-])c1 (stereo not drawn) | -4.2%
CC(C)(CNC(=O)c1ccc(S(=O)(=O)Nc2ccc(Cl)cc2)cc1)N1CCOCC1 | 4.5%
CCOc1ccc(NC(=O)CN(C)C(=O)c2ccccc2OCc2c(C)noc2C)cc1OCC | 1.7%
Cc1ccc(S(=O)(=O)N2CCOCC2)cc1NC(=O)CNC(C)c1ccccc1 (stereo not drawn) | -2.7%
Cc1nc(-c2ccc(F)cc2)c(CC(=O)Nc2cc(S(=O)(=O)N3CCCCC3)ccc2C)s1 | -4.9%
CC1=C(C(=O)OCc2ccccc2)C(c2cccc([N+](=O)[O-])c2)NC(=O)N1C (stereo not drawn) | 19.1%
CCN(CC(=O)Nc1ccc(NC(C)=O)cc1)C(=O)c1ccc2c(c1)S(=O)(=O)N=C1CCCCCN12 | 1.0%

A second format for two compounds above:
molecule: Cc1ccc2cccc(OCCCOc3ccccc3CO)c2n1
  L3MBTL1 block: -5.3%
molecule: O=C(Cc1c(F)cccc1Cl)NCc1cccnc1
  L3MBTL1 block: 5.3%

(more compounds)
SMILES | L3MBTL1 block
CC1CCCCC1NC(=O)CN1C(=O)NC(C)(c2cc(F)ccc2F)C1=O (stereo not drawn) | -0.1%
O=S(=O)(c1ccc(=S)[nH]c1)N1CCCCC1 | 0.9%
CC(Oc1ccccc1F)c1nnc(SCC(=O)c2c(N)n(C3CC3)c(=O)[nH]c2=O)o1 (stereo not drawn) | 9.1%
COc1ccc(C(=O)COC(=O)c2ccc(Cl)nc2)c(OC)c1 | ?
COC(=O)[C@@]12CCCN1[C@H](c1ccc(-c3ccc(F)cc3)c(OC)c1)[C@H]1C(=O)N(C)C(=O)[C@H]12 | -4.3%
Cc1ccc(N(CCC#N)C(=O)CSc2nc3ccccc3c(=O)[nH]2)cc1 | 1.2%
Cc1cccc(C)c1NC(=O)CNC(=O)c1ccc2ccccc2n1 | 0.8%
COC(=O)C1=C(C)NC(C)=C(C(=O)OC)C1C(=O)OCC(=O)c1ccc(Br)cc1 | -6.4%
NC(=O)CC(NC(=O)c1ccc(Br)cc1)c1ccc(NC2CCCCC2)c([N+](=O)[O-])c1 (stereo not drawn) | -2.2%
O=C1NC2(CCCCO2)CO1 (stereo not drawn) | 8.4%
O=C(COC(=O)c1ccccc1F)Nc1ccc(S(=O)(=O)N2CCOCC2)cc1 | 1.7%
O=C(Nc1cccc2cccnc12)c1ccc(Br)cc1Br | ?
CC(=O)C[C@H](O)CC(=O)[C@@H]1OC(=O)[C@@H](C)C/C=C\Cc2ccccc21 | -5.6%
CN1CCN(S(=O)(=O)c2ccc(NC(=O)c3ccccc3Cl)cc2)CC1 | 5.1%
COc1cccc(CCc2nnc(N)s2)c1 | 3.0%
CCOc1ccc(NC(=O)COC(=O)C2CCC(=O)N2)c([N+](=O)[O-])c1 (stereo not drawn) | -9.3%
O=C(/C=C/c1ccccc1[N+](=O)[O-])N1CCOCC1 | 12.9%
Cc1ccc(NC(=O)COc2ccc3c(c2)OCO3)c(C)c1 | 3.7%
O=C(NCCN1CCOCC1)c1cccc(S(=O)(=O)N(Cc2ccccc2)c2ccccc2)c1 | 5.8%
COc1ccc(N2CCN(C3CCCN(Cc4cccc(C(C)=O)c4)C3)CC2)cc1 (stereo not drawn) | -11.2%
CCOC(=O)c1cc(-c2ccccc2C)n(CC2CC(c3ccc(OC)cc3)=NO2)n1 (stereo not drawn) | 24.8%
COc1ccc(CCNC(=O)CN2C(=O)NC(c3ccccc3)(c3ccccc3)C2=O)cc1 | 32.3%[activator]
CCC(=O)c1ccc(OCC(=O)OCC(=O)N2CCc3ccccc32)cc1 | 17.9%
CCN(C[C@H]1N[C@@](Cc2ccccc2)(C(=O)OC)[C@H]2C(=O)N(C)C(=O)[C@@H]12)C(=O)Nc1ccc(C)cc1 | 28.1%
COc1ccc2c(CC(=O)OCC(=O)Nc3ccc(C)cc3)coc2c1 | ?

The list goes on; it opens with the 2 that closed the last part.
SMILES | L3MBTL1 block
CCN(C[C@H]1N[C@@](Cc2ccccc2)(C(=O)OC)[C@H]2C(=O)N(C)C(=O)[C@@H]12)C(=O)Nc1ccc(C)cc1 | 28.1%
COc1ccc2c(CC(=O)OCC(=O)Nc3ccc(C)cc3)coc2c1 | ?
Cc1nnc(SCC(=O)Nc2cccc(Br)c2)s1 | -0.9%
CC(=O)Nc1ccc(S(=O)(=O)NCCC(=O)Nc2cc(C)ccn2)cc1 | 0.8%
Cc1cccc(N2CCN(C(=O)c3cccc(S(=O)(=O)N4CCOCC4)c3)CC2)c1C | -12.7%
O=C(COC(=O)c1ccccc1)Nc1ncc([N+](=O)[O-])s1 | 3.55µM*
O=S(=O)(Nc1cccc(S(=O)(=O)N2CCCC2)c1)c1ccccc1F | 6.4%
CCOC(=O)[C@H]1[C@H]2COc3ccccc3[C@@H]2N2C(=O)c3ccccc3NC(=O)[C@@]12C | 5.8%
COc1ccc(S(=O)(=O)N(C)C[C@H]2Oc3ccc(NS(=O)(=O)c4cn(C)cn4)cc3C(=O)N([C@H](C)CO)C[C@@H]2C)cc1 | 3.4%
CCOc1ccc(S(=O)(=O)N2CCCCC2)cc1NC(=O)Cc1cccc(C(F)(F)F)c1 | -2.6%
COc1ccc2nc(C)cc(Nc3ccc(C)cc3)c2c1 | 0.0%
